High-throughput results: PubChem, several laboratories
FID counter – compounds displacing fluorescent DNA intercalator, primary screen, artefact control for HCV NS3 helicase inhibitor project, biochemical, FID fluorescence | DNA fluorescent intercalator displacement | inhibition, % at 7.9 µM | hit rate 0.17% among 290,000; in the data active = inhibition above about 37%;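 note: 0% = vehicle and 100% = reference compound; higher means more ethidium bromide displaced from hairpin DNA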
PfM18AAP inh – PfM18AAP inhibitors, malaria aminopeptidase, primary screen, biochemical, QFRET, recombinant enzyme | M18 aspartyl aminopeptidase (Plasmodium falciparum 3D7) | H-Glu-NHMec fluorogenic cleavage | inhibition, % at 7.35 µM | hit rate 1.2% among 290,000;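 active = inhibition above the campaign mean inhibition over all tested compounds plus 3 SD, cut at about 28% in these data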;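 note: 0% = plate median of test compound wells and 100% = 2 mM ZnCl2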
GPR7 antag – GPR7 receptor antagonists, primary screen, cell-based, fluorescence, single concentration; GPR7-expressing cells, fluorescence antagonist assay; inhibition, % at 4.4 µM; hit rate 1.1% among 290,000; AID 1861, 2009; in the data active = inhibition above about 16%, passing the limit was not always enough;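 note: cells stimulated with the agonist NPW; 0% = agonist with vehicle and 100% = vehicle without agonist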
Target sequence (P48145 whole entry, looked up): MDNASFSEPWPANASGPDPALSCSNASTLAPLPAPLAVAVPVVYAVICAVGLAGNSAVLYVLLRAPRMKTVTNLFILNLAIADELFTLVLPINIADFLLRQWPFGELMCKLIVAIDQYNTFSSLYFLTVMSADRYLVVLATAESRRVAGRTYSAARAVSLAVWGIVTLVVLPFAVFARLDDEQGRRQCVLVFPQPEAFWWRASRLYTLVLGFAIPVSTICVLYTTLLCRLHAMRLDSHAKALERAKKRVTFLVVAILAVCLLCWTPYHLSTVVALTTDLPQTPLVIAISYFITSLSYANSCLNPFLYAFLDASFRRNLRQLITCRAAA
MEKK2 WT-MEK5 – modulators of MEK5 binding to wildtype MEKK2, primary screen, biochemical, multiplex bead flow cytometry, Alexa488-MEK5; Mitogen-activated protein kinase kinase kinase 2 (Homo sapiens), Q9Y2U5; Alexa488-MEK5 binding to MEKK2 WT; actives lie on both sides; hit rate 1.1% among 290,000; AID 1531, 2009; binding response (% of control), % at 10 µM; in the data active = binding response below about 67% or above about 130%
NALP1 yeast inh – NALP1 inflammasome inhibitors in reconstituted yeast, colorimetric, S. cerevisiae, triplicate retest. S. cerevisiae NALP1/ASC/caspase-1 growth, X-gal OD620, 72 h. inhibition, % at 10 µM. hit rate 0.61% among 280,000. AID 2071, 2009; in the data active = inhibition mostly above about 24%, no sharp cut-off; inactive = mostly below about 32%; note: some compounds called inactive have numbers as strong as hits
PHOSPHO1 block – PubChem AID 1565; Phosphoethanolamine/phosphocholine phosphatase (Homo sapiens), Q8TCT1; recombinant PHOSPHO1, absorbance phosphatase assay; inhibition, % at 13.3 µM; hit rate 1.1% among 290,000; in the data active = inhibition above about 60%
Target sequence (Q8TCT1 whole entry, looked up): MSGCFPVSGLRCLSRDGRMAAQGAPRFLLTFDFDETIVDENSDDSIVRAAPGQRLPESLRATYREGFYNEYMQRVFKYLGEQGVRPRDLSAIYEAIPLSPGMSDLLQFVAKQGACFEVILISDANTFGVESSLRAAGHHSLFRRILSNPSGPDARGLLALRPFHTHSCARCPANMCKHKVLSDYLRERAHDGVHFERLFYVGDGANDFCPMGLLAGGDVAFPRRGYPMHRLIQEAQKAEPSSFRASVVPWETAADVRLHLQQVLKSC
MEKK2 mut-MEK5 – MEK5 binding signal on mutant MEKK2 PB1, primary screen, biochemical, multiplex bead flow cytometry, Alexa488-MEK5; percent response, % at 10 µM; AID 1530, 2009; hit rate 0.35% among 290,000; Alexa488-MEK5 binding to MEKK2 mutant; in the data active = percent response above about 24%, passing the limit was not always enough; note: inactives centre near 1; some results filed as inactive read as strong as hits; reference of the scale not given here
MEKK3 PB1 HTS – modulators of MEKK3-MEK5 PB1 binding, primary screen, biochemical, wildtype MEKK3, multiplex bead flow cytometry, Alexa488-MEK5; Mitogen-activated protein kinase kinase kinase 3 (Homo sapiens), Q99759; hit rate 1.4% among 290,000; bead-based flow cytometry, Alexa488-MEK5 binding to MEKK3; actives lie on both sides; 0 = blocked by unlabeled MEK5, 100 = vehicle; binding response (% of control), % at 10 µM;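 active = binding response more than 3 SD above or below the average of its plate-row segment, actives on both sides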;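 note: Alexa488 bead fluorescence after subtracting the streptavidin-only scavenger bead signal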
OXTR agonist – human OXTR agonists, primary screen, fluorescence, CHO-OTR cells, Fluo-8 calcium. Fluo-8 calcium fluorescence; normalized: DMSO 0%, oxytocin 100%. Oxytocin receptor (Homo sapiens), P30559. hit rate 0.32% among 320,000. activation, % at 3 µM;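 active = activation above the mean of all tested compounds plus 3 SD, cutoff set per screening run, cut at about 20% in these data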;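 note: peak over basal fluorescence ratio from a 100 s FLIPR kinetic read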
Target sequence (P30559 whole entry, looked up): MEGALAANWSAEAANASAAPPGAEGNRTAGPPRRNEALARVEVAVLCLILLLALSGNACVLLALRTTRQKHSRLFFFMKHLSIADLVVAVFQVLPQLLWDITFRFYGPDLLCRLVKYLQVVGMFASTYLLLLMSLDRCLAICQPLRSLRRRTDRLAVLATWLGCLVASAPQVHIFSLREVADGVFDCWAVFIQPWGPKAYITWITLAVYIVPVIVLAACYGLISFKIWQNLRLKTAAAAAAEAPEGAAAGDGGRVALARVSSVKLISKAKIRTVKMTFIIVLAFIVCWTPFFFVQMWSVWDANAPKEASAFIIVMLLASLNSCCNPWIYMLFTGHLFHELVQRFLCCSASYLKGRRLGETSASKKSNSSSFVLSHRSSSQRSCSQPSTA
Numbers without * were called inactive; / = no result given; [ ] = another dose, or the depositor's remark.

SMILES	FID counter	PfM18AAP inh	GPR7 antag	MEKK2 WT-MEK5	NALP1 yeast inh	PHOSPHO1 block	MEKK2 mut-MEK5	MEKK3 PB1 HTS	OXTR agonist
CCCCc1nc2sc3c(SCCN(C)C)ncnc3c2c2c1CCC2	-4	-5	-16	152*	14	43	29	100	0.3
O=C(O)CCNC(=O)COc1ccc2c3c(c(=O)oc2c1)CCCC3	-14	-2	-5	103	2	20	3	103	/
COC(=O)C1CC(=O)N(c2ccc(C)cc2)C1 (stereo not given)	0	-3	-1	101	0	41	-6	102	-0.3
Nc1nnc(SCCCC(=O)c2ccccc2)s1	0	-9	4	107	30	3	20	100	1.1
CCc1cccc(C)c1NC(=O)c1ccccc1	5	-4	-5	101	3	1	-1	100	-0.8
COc1cccc(NC(=O)c2ccn(C)n2)c1	0	-1	1	97	-4	-51	5	104	0.6
Cc1ccc(NC(=O)c2ccc3c(c2)[nH]c(=O)n3C(C)C)cc1	-16	-1	5	107	-5	44	2	106	-0.5
Cc1cc(OC(C)C(=O)NC2CC(C)(C)NC(C)(C)C2)c2c(C)cc(=O)oc2c1 (stereo not given)	30	0	27*	98	36	15	-1	98	-0.3
Cc1ccc(NC(=O)c2cc(CC(C)C)nc3ccccc23)cc1	-21	6	-13	104	-5	/	3	105	-1.0
COc1ccc(Cc2nnc(NC(=O)C3CC(=O)N(c4ccccc4)C3)s2)cc1OC (stereo not given)	-50	1	1	97	-8	36	6	99	0.2
COC(=O)Cn1cc(C(=O)OC)c2ccccc21	-3	-9	21*	97	-11	-14	0	93	-0.7
CCOC(=O)/C=C/c1ccccc1S(=O)(=O)NC(C)(C)C	/	/	/	105	/	/	6	102	-1.8
CCN(Cc1ccccc1)S(=O)(=O)c1ccc(F)cc1	-10	-8	-13	107	20	19	5	104	-2.7
NC(=O)c1ccc([N+](=O)[O-])cc1SCc1ccccc1	0	-6	13	95	7	46	3	97	0.1
CCOc1ccccc1NC(=O)CSc1ccc([N+](=O)[O-])cc1	5	0	-1	94	-8	-6	-4	93	6.7
O=C(NC1CCCC1)C(c1ccc(F)cc1)N(Cc1ccc(Cl)cc1)C(=O)CCl (stereo not given)	-20	-8	3	99	21	3	-1	96	0.3
Cc1nnc2nc(-c3ccccc3)nc(-c3ccccc3)n12	-15	-2	6	97	-1	14	-2	103	-2.1
Cc1ccc(NC(=O)C2CCN(c3cnccn3)CC2)cc1	-4	-3	12	97	0	-32	-4	96	-1.1
COc1cccc(C2C(C#N)=C(N)Oc3c2oc(CO)cc3=O)c1OC (stereo not given)	-5	-1	-3	103	-1	-4	-3	104	0.6
COc1cc(O)ccc1C=O	-3	3	-12	105	7	15	4	103	0.9

Compound profiles, from the list above. Order of screens: FID counter | PfM18AAP inh | GPR7 antag | MEKK2 WT-MEK5 | NALP1 yeast inh | PHOSPHO1 block | MEKK2 mut-MEK5 | MEKK3 PB1 HTS | OXTR agonist
Cc1ccc(NC(=O)C2CCN(c3cnccn3)CC2)cc1 is listed with -4 | -3 | 12 | 97 | 0 | -32 | -4 | 96 | -1.1
COc1cccc(NC(=O)c2ccn(C)n2)c1 is listed with 0 | -1 | 1 | 97 | -4 | -51 | 5 | 104 | 0.6
Nc1nnc(SCCCC(=O)c2ccccc2)s1 is listed with 0 | -9 | 4 | 107 | 30 | 3 | 20 | 100 | 1.1
Cc1ccc(NC(=O)c2ccc3c(c2)[nH]c(=O)n3C(C)C)cc1 is listed with -16 | -1 | 5 | 107 | -5 | 44 | 2 | 106 | -0.5

Further compounds
SMILES	FID counter	PfM18AAP inh	GPR7 antag	MEKK2 WT-MEK5	NALP1 yeast inh	PHOSPHO1 block	MEKK2 mut-MEK5	MEKK3 PB1 HTS	OXTR agonist
Cc1ccc2cc(CN(Cc3ccco3)C(=O)c3cccs3)c(=O)[nH]c2c1	-18	-4	-9	91	7	-10	-4	91	0.1
COc1ccc(/C=C2\CCC(C3CCCC3)C2=O)cc1 (stereo not given)	-11	-3	0	97	34	13	-1	97	-0.5
Cc1ccc(S(=O)(=O)Cc2ccc(C(=O)N3CCN(Cc4ccccc4)CC3)o2)cc1	-20	-3	0	/	/	-21	/	/	-0.4
O=C(CS(=O)(=O)Cc1ccccc1)Nc1ccccn1	0	-2	-2	103	5	-7	3	99	-0.2
COc1ccc(N(CC(=O)N2CCN(C)CC2)S(=O)(=O)c2ccccc2)cc1	6	-1	10	101	29	10	0	104	1.8
CCOc1ccc(CCNC(=O)CS(=O)Cc2nc(-c3ccccc3C)oc2C)cc1OCC (stereo not given)	-61	-3	-1	102	22	21	3	100	-0.2
O=C(NCCc1nc2ccccc2[nH]1)/C(=C/c1ccco1)NC(=O)c1ccc(Br)o1	-3	1	-12	101	26	-1	8	100	-1.7
CCCCn1c(=N)n(CCOc2ccc(C)cc2)c2ccccc21	17	4	11	107	40	13	2	98	6.0
Cc1ccc2c(CC(=O)NC3=NCCS3)coc2c1	-10	5	1	106	-10	-65	3	105	0.1
COc1ccccc1-c1cc(C(F)(F)F)n2ncc(C(=O)N3CCc4ccccc4C3)c2n1	-41	7	0	93	-4	48	0	97	-0.7
COc1ccccc1CNc1ccc2nnc(CCNC(=O)c3ccccc3)n2n1	-36	0	-3	94	14	1	-6	95	-0.2
Cc1ccnc2c1ccc1ccccc12	-6	0	-9	101	-4	56	4	104	-1.5
O=C1/C(=C\c2cc(Br)cc(Br)c2O)SC(=S)N1Cc1ccccc1	-1	20	4	84	-13	2	-6	100	4.5
CCC(NS(=O)(=O)c1cnn(CC)c1)c1ccccc1 (stereo not given)	3	-14	8	77	6	4	-9	60	-1.9
CN(CC(=O)Nc1cccc(Cl)c1)S(=O)(=O)c1ccc2c(c1)n(C)c(=O)c(=O)n2C	-10	4	-10	60	-65	12	-10	59	-0.9
O=C(NC(NC(=S)N1CCOCC1)C(Cl)(Cl)Cl)c1ccc(Cl)cc1 (stereo not given)	-2	21	-10	103	26	-16	27	107	9.8
CC(=O)N1N=C(c2ccncc2)OC12CCCCC2	-3	0	-13	102	-8	62*	4	101	0.3
CC(C)(C)NC(=O)C(c1ccccc1)N(C(=O)CNC(=O)c1cccs1)c1cccnc1 (stereo not given)	-17	0	-9	102	8	23	3	103	-0.3
CN(C)C(CNC(=O)C1CCN(S(=O)(=O)c2ccccc2)CC1)c1ccccc1 (stereo not given)	-1	-17	13	82	/	34	-6	85	0.7
CN(CC(=O)Nc1cc(S(=O)(=O)N2CCCC2)ccc1Cl)Cc1cccs1	-37	2	-13	85	11	28	-19	93	-0.4
COc1cccc(CN2CCNC(=O)C2CC(=O)N(C)Cc2nc(C)cs2)c1OC (stereo not given)	-24	11	-12	103	0	-12	4	102	/
Nn1c(Cc2ccc(F)cc2)n[nH]c1=S	-5	12	-7	101	-4	44	1	102	1.1
COc1cc(Cl)c(CC(=O)c2c[nH]c3ccccc23)cc1OC	-8	1	-10	98	9	25	2	94	10
Cc1cc(NC(=O)COc2ccc(C)c(C)c2)no1	-12	-1	-10	100	-2	36	3	101	1.1
CCS(=O)(=O)N1Cc2ccccc2CC1C(=O)Nc1ccc(OC)cc1 (stereo not given)	-11	-9	-1	1.0*[inhibitor]	1	11	-23	2.0*[inhibitor]	0.1
C=C(C)c1cccc(C(C)(C)NC(=O)NCCN(CC)CC)c1	3	1	-9	99	14	-10	0	104	-1.1
Cc1noc(C)c1CSc1ncnc2sc3c(c12)CCC(C)C3 (stereo not given)	0	3	-7	96	8	-3	-2	95	1.3
O=C1CC(c2cc([N+](=O)[O-])ccc2Cl)c2c(ccc3ccccc23)N1 (stereo not given)	-2	2	-13	102	25	-6	0	114	-3.2
CC(=O)CSc1nc2c(c(=O)[nH]c(=O)n2C)n1Cc1cccc(Br)c1	-27	16	-17	109	0	14	8	107	0.4
CC(C)C(=O)N1CCC(c2nc(-c3ccc(S(=O)(=O)N4CCN(C)CC4)cc3)no2)CC1	4	1	-4	97	1	6	-2	90	1.0
COC(=O)C1=C(C(=O)OC)C2(OC1c1cccc(F)c1)C(=O)c1ccccc1C2=O (stereo not given)	-11	-7	3	102	15	6	4	105	-1.0
COCCn1c(SCC(=O)c2cc(C)n(C)c2C)nc2ccccc2c1=O	-25	9	-1	92	-22	15	-9	94	-2.4
Cc1cc(O)c(C(C)C)cc1N=C1CSC(=O)N1	0	-4	-21	98	13	87*	-1	97	0.7
Cc1ccsc1C(=O)OCC(=O)Nc1c(Cl)cccc1C(F)(F)F	-6	-11	0	92	26	12	-3	90	-1.6
Cc1nn(C)c(C)c1S(=O)(=O)N1CCC(C(=O)NCC2COc3ccccc3O2)CC1 (stereo not given)	-16	3	-2	99	-31	3	3	101	0.5
CC1(C(=O)O)CCC(C(=O)NC2CCCCC2)C1(C)C (stereo not given)	-1	-17	-4	102	9	11	3	101	-0.4
O=C(NC(=S)Nc1ccc2[nH]ncc2c1)c1ccccc1	-3	16	-3	101	1	-38	5	103	0.7
Cc1cc(C)c2cc(CN(CC3CCCO3)S(=O)(=O)c3ccc4c(c3)OCCO4)c(=O)[nH]c2c1 (stereo not given)	-3	-7	-16	109	0	5	10	112	0.1
Cc1nn(-c2ccccc2)c(C)c1C(=O)OCC(=O)Nc1ccc2c(c1)OCO2	-24	-7	-12	100	-2	34	3	103	-1.9
O=C(Nc1ccccc1)N1CCCC(CNS(=O)(=O)Cc2ccccc2)C1 (stereo not given)	-3	-5	-2	94	6	47	-6	91	-0.3
O=[N+]([O-])c1ccc(Cl)c(C2Nc3cccc4cccc(c34)N2)c1	1	15	17	93	13	3	0	101	-1.6
CCOC(=O)c1cnc2c(Cl)cccc2c1NCCN1CCOCC1	-10	-13	-2	90	34	9	-3	92	-1.4
Cn1c(CN2CCOCC2)nc2cc(NC(=O)COc3ccc([N+](=O)[O-])cc3)ccc21	-15	1	-9	103	-25	38	1	95	0.9
Cc1ccc(NC(=O)c2ccc(C(C)(C)C)cc2)cc1[N+](=O)[O-]	-2	-2	-6	104	23	14	1	104	-1.3
COc1cc(NC(=O)Cn2c(=O)n(-c3cccc(C)c3)c(=O)c3c(C)c(C)sc32)cc(OC)c1	1	-2	-5	102	25	-24	-1	104	-1.6
CC(C)N1CCNCC1	-1	6	-1	97	4	29	-9	100	-0.2
CCN(CC)C(=O)Cn1cnc([N+](=O)[O-])n1	2	2	-1	103	15	26	2	102	-0.2
Cc1ccc(OCCCC(=O)Nc2ccc(S(N)(=O)=O)cc2)cc1	-4	1	-11	93	14	-10	-11	95	0.0
COc1ccc(NC(=O)CN2CCN(C(=O)C3CCCO3)CC2)c(OC)c1 (stereo not given)	-9	-1	-4	106	-3	/	8	102	1.2
O=c1cnn(-c2ccc(Cl)cc2Cl)c(-c2ccccc2)c1	3	-3	-11	/	9	-56	/	/	-0.3
O=C(CNCc1ccccc1)Nc1cccc(Cl)c1Cl	2	-4	-7	108	10	35	4	109	-2.1
CCCCCN(C(=O)NC(=O)NC(C)CC)S(C)(=O)=O (stereo not given)	-2	3	3	88	2	-3	-7	91	1.3
OC1CCN(C(c2ccc3ncccc3c2)c2nnnn2C2CCCCC2)CC1 (stereo not given)	-19	-1	13	106	-3	10	7	107	2.0
CCCCCCCNC(=O)C1(CC2CC(c3ccc(Cl)cc3)=NO2)CCNCC1 (stereo not given)	16	-1	30	158*	10	15	11	106	-1.9
